Screens as filed in PubChem.
rCAG RNA binder: molecules binding r(CAG) RNA repeats | r(CAG) RNA repeat, TO-PRO-1 dye displacement fluorescence | inhibition, % at 3 µM | 370,000 compounds, 1.3% hits | AID 651821;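 active = inhibition above the plate cutoff, the mean of all test compounds on that plate plus 3 SD, cut at about 35% in these data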;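 note: 0% = DMSO alone and 100% = 100 µM mitoxantrone as full dye displacement; higher means more dye released from RNA so lower well fluorescence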
TDP2 inh: TDP2 (human) inhibition, absorbance primary screen; inhibition, % at 12.8 µM; recombinant TDP2, T5PNP hydrolysis, p-nitrophenol absorbance 415 nm; 370,000 compounds, 0.34% hits;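 active = inhibition above the mean of all tested compounds plus 3 SD, set per campaign, cut at about 25% in these data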;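 note: 0% = DMSO with enzyme and 100% = buffer with substrate but no TDP2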
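Incubation: 2 h at 37 °C; Test system: recombinant human TDP2; Quantity: enzyme 120 nM; Read-out basis: percent inhibition; Medium: 50 mM Tris-HCl pH 7.5 with Mg2+, KCl, DTT, BSA; Repeats: single replicate; Compound: 12.8 µM single point, 1% DMSO; Signal: epi absorbance; Reagent: 5 mM T5PNP chromogenic substrate; Benchmarks: no-enzyme high, DMSO-plus-enzyme low.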
LEDGF integ inh: blocks HIV-1 LEDGF/p75-dependent DNA integration | inhibition, % at 3.7 µM | 370,000 compounds, 0.64% hits | TR-FRET IN-LEDGF/p75 DNA integration, Eu/Cy5;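 active = inhibition above the screen-wide mean plus 3 SD, cut at about 13% in these data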;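 note: signal is the Cy5 over europium emission ratio at 671 and 618 nm; 0% = plate median of compound wells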
mABHD4 FP: inhibits mouse alpha/beta hydrolase domain 4. inhibition, % at 8.92 µM. AID 720543. 370,000 compounds, 0.54% hits. purified mABHD4, FP-Rh probe fluorescence polarization. Q8VD66;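 active = inhibition exceeding the mean over every tested compound plus 3 SD, cut at about 30% in these data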;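 note: 0% = plate median of compound wells and 100% = S159A mutant with DMSO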
Target sequence (Q8VD66 whole entry, looked up, the tested form may be a part): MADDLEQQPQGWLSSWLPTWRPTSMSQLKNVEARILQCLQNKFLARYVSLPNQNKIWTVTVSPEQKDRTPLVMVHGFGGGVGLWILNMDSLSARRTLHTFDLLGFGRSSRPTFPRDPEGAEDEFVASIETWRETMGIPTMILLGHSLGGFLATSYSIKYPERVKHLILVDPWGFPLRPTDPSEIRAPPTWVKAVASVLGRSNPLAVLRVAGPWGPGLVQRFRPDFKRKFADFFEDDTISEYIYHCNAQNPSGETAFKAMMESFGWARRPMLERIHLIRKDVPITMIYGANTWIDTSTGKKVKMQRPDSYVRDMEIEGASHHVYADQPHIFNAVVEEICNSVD
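Assay system: Wild-type mouse ABHD4 protein | Medium: HEPES pH 7.0 buffer, 150 mM NaCl, 0.01% Pluronic F-127 | Incubation: Enzyme–compound pre-incubation 45 min, then probe 60 min, both 25 °C | Technique: Fluorescence polarization with parallel and perpendicular emission, 525/598 nm | Evaluation: % inhibition of FP-Rh probe binding versus controls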
PRMT1 inh: PRMT1 (human) inhibition, primary screen; Q99873; AID 652257; 370,000 compounds, 1.3% hits; recombinant PRMT1, activity-based probe fluorescence polarization; inhibition, % at 2.79 µM;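 active = inhibition above about 21% made by adding two undisclosed values, limit read from the data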
NR1D1 modulator: Rev-erb alpha (human) modulation | 370,000 compounds, 0.79% hits | P20393 | Rev-erbα–FITC-DNA binding, fluorescence polarization, 90 min | AID 1259318 | activity, % at 10 µM;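 active = activity above about 14%, limit read from the data; passing the limit was not always enough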;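 note: 0% = DMSO wells with 35 nM protein and 100% = DMSO wells with 750 nM protein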
PG9 binder: PG9 antibody binding by small molecule | inhibition, % at 6.7 µM | AID 624416 | 360,000 compounds, 0.43% hits | TR-FRET gp120-PG9 antibody binding; in the data active = inhibition above about 8.5%
SIAE inh: inhibitors of human sialic acid acetylesterase SIAE. 370,000 compounds, 0.69% hits. SIAE FP-Rh probe binding, fluorescence polarization. Q9HAT2. inhibition, % at 9.66 µM. AID 1053197;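 active = inhibition above a cutoff: mean of compounds within the control limits plus 3 SD of those, cut at about 17% in these data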;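 note: 0% = plate median of compound wells and 100% = probe without SIAE protein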
HTRA1 inh: HTRA1 (human) protease inhibition | Q92743 | AID 504803 | 340,000 compounds, 0.5% hits | inhibition, % at 5.96 µM | recombinant HTRA1, FP-rhodamine activity-based probe, fluorescence polarization; in the data active = inhibition above about 36%;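 note: 0% = enzyme with DMSO and 100% = wells lacking enzyme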
Target sequence (Q92743 whole entry, looked up): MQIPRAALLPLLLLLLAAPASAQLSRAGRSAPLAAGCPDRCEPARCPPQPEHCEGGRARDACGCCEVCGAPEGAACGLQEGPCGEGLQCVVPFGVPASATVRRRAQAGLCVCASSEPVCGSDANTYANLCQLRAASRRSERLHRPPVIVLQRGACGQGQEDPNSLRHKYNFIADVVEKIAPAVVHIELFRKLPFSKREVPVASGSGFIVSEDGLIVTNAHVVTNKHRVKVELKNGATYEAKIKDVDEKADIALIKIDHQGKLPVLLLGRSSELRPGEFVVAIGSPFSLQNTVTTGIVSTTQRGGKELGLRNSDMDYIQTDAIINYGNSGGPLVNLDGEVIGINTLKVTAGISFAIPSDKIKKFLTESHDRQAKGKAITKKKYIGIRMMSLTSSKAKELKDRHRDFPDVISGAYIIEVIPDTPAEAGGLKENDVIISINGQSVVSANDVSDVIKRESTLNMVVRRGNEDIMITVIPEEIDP
TCR CD3 inh: blocks the human TCR-CD3 interaction. TAMRA-labeled TCR probe fluorescence, biochemical. 360,000 compounds, 0.37% hits. inhibition, % at 9.4 µM; in the data active = inhibition above about 19%;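 note: recombinant mutant TCR 2C K166C tagged with TAMRA read by polarization; 0% = receptor in buffer alone and 100% = receptor with positive control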
* = called active by the depositor; / = not tested or not shown; + = active, no number. The list is partial. The share of hits here may be higher or lower than overall.

SMILES	rCAG RNA binder	TDP2 inh	LEDGF integ inh	mABHD4 FP	PRMT1 inh	NR1D1 modulator	PG9 binder	SIAE inh	HTRA1 inh	TCR CD3 inh
CCN(CC(=O)Nc1c(F)cccc1F)C(=O)Cc1ccccc1	-2	2	0	6	3	-5	-0.6	-4	-4	4
CC1(C)Cc2ccccc2C(COc2ccccc2)=N1	-6	-13	3	-2	-1	3	-0.8	-2	-1	5
O=C(NNC(=O)c1ccccc1Br)c1ccc(Cl)cc1	-1	6	3	3	0	0	-0.7	-2	-8	-2
CNC(=S)N(Cc1ccc(OC)cc1)Cc1cc2cc(C)ccc2[nH]c1=O	-2	-2	-3	3	4	40*	0.2	-4	/	3
NC(=O)CSc1ccc(-c2ccc(F)cc2)nn1	-3	12	1	2	-2	6	-0.4	6	-1	4
CC1(c2ccc(Cl)cc2)NC(=O)N(CC(=O)NC2CCCCC2)C1=O (stereo not given)	2	1	-1	3	0	1	-0.6	-3	-1	-5
COC(=O)c1ccc(-c2ccc(/C=N/N3C(=O)C4C5C=CC(C6CC56)C4C3=O)o2)cc1 (stereo not given)	11	0	7	-6	1	-4	-4.7	8	-30	-2
CNC(=S)N1CCN(c2nc(-c3cccc(OC)c3)cs2)CC1	-1	19	4	-4	-6	2	1.8	1	1	12
CC1(C)CC(NC(=O)c2ccccc2Cl)CC(C)(C)N1	4	-4	0	-4	3	1	1.9	-1	4	-6
CCc1ccccc1NC(=O)CN1CCN(C(=O)CNC(=O)c2ccc(N3CCCC3=O)cc2)CC1	-1	-15	7	-9	-4	5	-2.6	-10	1	0
O=C(C[C@H]1C[C@H](C(=O)N2CCOCC2)[C@@]2(CCC3CCCC3)c3[nH]c4ccc(Cl)cc4c3CCN2C1=O)NCCCn1ccnc1	6	2	4	-1	1	-6	0.1	-3	5	5
COc1cccc(C(c2nnnn2Cc2ccccc2)N2CCN(C3CCCC3)CC2)c1OC (stereo not given)	-9	5	4	0	-2	3	0.8	-2	5	2
COc1cc(NC(=O)CN2CCCCC2)c(C)cc1[N+](=O)[O-]	-3	1	2	1	-2	3	0.7	-5	-5	3
CCOc1ccc(OCC(=O)Nc2ccccc2N2CCCC2)cc1	-8	6	-4	3	3	3	-0.2	5	-3	0
Cc1cccc2cc(CN(Cc3ccccc3)C(=S)NCCCN(C)C)c(=O)[nH]c12	6	3	0	-1	0	0	-2.1	7	6	5
COC(=O)C1CCCN(C(=O)C2CCN(S(=O)(=O)c3ccc([N+](=O)[O-])cc3)CC2)C1 (stereo not given)	3	6	1	3	0	2	/	-2	/	/
COc1ccc(C(=O)Cc2ccc(F)cc2)c(OC)c1	-2	-9	-3	8	-1	-6	-0.1	2	-3	2
O=Cc1cn(-c2ccccc2)nc1-c1ccccc1	-4	4	2	-4	-2	3	-0.2	-3	-33	2
COC(=O)CNC(=O)CCCCC(=O)NCC(=O)OC	0	-7	4	5	0	1	-5.0	9	-2	2
CCOC(=O)[C@]12CCC=C1N(Cc1ccc(Cl)cc1Cl)C(=O)[C@H](CC(=O)NCc1ccccc1)C2	6	5	-4	-12	-4	-2	-2.1	-11	/	0
O=[N+]([O-])c1cc(CN2CCN(c3cccc(C(F)(F)F)c3)CC2)c2cccnc2c1O	25	-2	9	15	-1	2	0.1	6	/	4
O=C(CCS(=O)(=O)Cc1ccccc1)N1CCN(c2ccccc2)CC1	-3	8	0	0	-3	1	-1.6	-2	-1	10
C=CCc1cc(OC)ccc1OCCOCCC(C(=O)OCC)C(=O)OCC	-8	-3	0	4	-2	4	0.4	1	0	5
COc1ccc(/C=N/NC2=NS(=O)(=O)c3ccccc32)cc1	5	7	-5	11	4	-1	-2.4	-4	10	-5
Cc1ccc(C(=O)Nc2cccc(C(=O)N/N=C/c3ccc(F)cc3)c2)cc1	9	-12	0	-37	3	-6	0.8	-9	-37	2
Remaining list, next part.
SMILES	rCAG RNA binder	TDP2 inh	LEDGF integ inh	mABHD4 FP	PRMT1 inh	NR1D1 modulator	PG9 binder	SIAE inh	HTRA1 inh	TCR CD3 inh
COc1ccc(/C=N/c2oc(-c3ccccc3)cc2C#N)cc1	-5	2	-4	0	2	-1	-0.5	-1	2	0
COc1ccc(C(=O)N2CCC(n3c(C)nc4cc(F)ccc43)CC2)cc1	-8	6	4	-2	-8	0	-0.4	9	-4	0
COCCN(CCOC)C(=O)C1CCN(c2ccc(S(=O)(=O)N3CCOCC3)cc2[N+](=O)[O-])CC1	-2	-2	-1	2	-1	-2	-1.3	4	1	1
COc1ccc(CN2C3CCCC2CC(NC(=O)Nc2ccccc2)C3)cc1 (stereo not given)	4	-7	0	-2	-3	-5	-0.6	0	-2	2
COc1ccc(C(N)c2csc(Nc3nncc4ccccc34)n2)cc1 (stereo not given)	14	3	2	9	-1	0	0.6	2	/	-5
Cc1cc(C)cc(NC(=O)NC2CCN(S(=O)(=O)c3ccc(F)cc3)CC2)c1	2	9	5	1	2	-4	/	4	/	/
COCCCNC(=O)C1=CCN(S(=O)(=O)c2ccc(C)cc2)CC1	0	-5	2	5	0	-4	-0.9	-7	1	3
CN(C)c1cccc(C(=O)OCCCC(=O)c2ccc(F)cc2)c1	-1	2	5	-5	-6	6	-0.1	0	-7	4
CC(=O)c1cccc(NC(=S)NC2CCCCCCC2)c1	3	0	-1	0	0	1	-1.2	15	-23	2
CCOc1ccc(/C=C2/SC(=O)NC2=S)cc1	11	9	0	-1	13	-1	-1.3	+	-8	2
CC(=O)Nc1ccc(C(=O)CSc2nnnn2C(C)C)cc1	0	3	-1	9	-1	-1	-2.1	-1	4	4
O=C1CCSc2ccc(Cl)cc2N1Cc1ccc(Cl)cc1	-6	-13	-3	15	-1	-2	-1.9	1	-36	2
COc1ccc(C2SCC(C(=O)O)N2C(C)=O)cc1OC (stereo not given)	3	3	1	4	1	4	-0.2	-3	0	5
COc1ccc(Nc2cc(C)nc3nc(C)nn23)cc1Cl	2	-12	4	-5	-6	2	2.4	3	-1	-3
COc1ccc(C(CC(=O)O)NC(=O)COc2cc(C)ccc2C)cc1OC (stereo not given)	2	-3	2	-1	0	-3	-0.6	-2	/	13
CCN(N)C(=S)Nc1ccc(F)cc1	-1	-4	-3	8	2	-3	-1.0	13	6	-5
Cc1nc(NC(=O)C(C)(C)C)sc1C(=O)Cn1cc(CCc2ccccc2)nn1	2	2	-2	-5	3	-5	-0.7	-4	/	-6
Cc1c(-c2cccs2)[n+](=O)c2c(n1[O-])CCCC2	2	0	0	-9	-2	1	0.8	6	-3	-6
C=CCOc1ccc(C(c2c(O)nc(SC)[nH]c2=O)c2c(O)nc(SC)[nH]c2=O)cc1	2	0	1	1	16	-3	-1.1	1	4	-6
Cc1cc(-c2ccccc2C(=O)NC2CCCCC2)on1	1	-1	-5	0	3	2	0.9	-1	6	-13
COc1ccc(C(=O)NCC(=O)N/N=C/c2ccc([N+](=O)[O-])o2)cc1OC	7	7	-4	7	0	7	-1.1	9	-4	0
CCC(C)(C)C1CCC(=NNC(=S)Nc2cccnc2)CC1 (stereo not given)	2	10	1	5	2	8	1.3	2	-2	-7
O=C(Nc1ccc(F)cc1F)C1CCN(c2ncnc3c2sc2cccc(F)c23)CC1	6	0	2	-9	-4	33*	0.2	-12	-33	-2
CC(NC(=S)Nc1ccc(OC(F)F)cc1OC(F)F)C(C)(C)C (stereo not given)	0	-13	2	-6	0	-5	0.8	0	1	-1
CCCOc1ccc(/C=C/C(=O)Nc2ccc([N+](=O)[O-])cc2)cc1	11	5	0	-8	-1	4	0.5	-60	-25	0
The listing continues.
SMILES	rCAG RNA binder	TDP2 inh	LEDGF integ inh	mABHD4 FP	PRMT1 inh	NR1D1 modulator	PG9 binder	SIAE inh	HTRA1 inh	TCR CD3 inh
Cc1ccc(CN(C)C(=O)COC(=O)CSc2ccc(C(N)=O)cc2[N+](=O)[O-])cc1	4	13	-1	6	2	-3	-0.9	-5	-4	4
Cn1nc(OCC(N)=O)ccc1=O	-1	4	-1	8	-1	-4	0.6	0	3	3
FC(F)C(F)(F)Oc1cccc(Nc2nccn3c(-c4cccc5ccccc45)cnc23)c1	9	11	-3	-10	-2	-5	-3.9	-10	/	4
O=C(Nc1cccc(Cl)c1N1CCOCC1)c1cccnc1Cl	-3	-6	-1	0	-1	-2	-2.7	-2	-5	2
COc1ccc(S(=O)(=O)NCC(=O)N(CC(=O)NCc2ccccc2)Cc2ccco2)cc1	-1	15	0	3	3	6	-1.7	2	2	2
CCOC(=O)N1C2C=CC(C2)N1C(=O)OCC	2	-2	-2	-3	0	-10	1.1	0	-7	0
COC(=O)C1C(=O)CC(C)(O)C(C(=O)OC)C1/C=C/c1ccccc1 (stereo not given)	-2	4	-1	5	1	0	1.2	2	-6	13
CCCNC(=O)CN1C(=O)COc2ccc(S(=O)(=O)N3CC(C)CC(C)C3)cc21 (stereo not given)	-1	17	4	-6	-2	0	0.0	4	3	7
CCOC(=O)Cc1c(Sc2ccccc2)c2ccccc2n1C	-3	-1	2	-7	2	4	-3.0	0	-7	2
Cn1c2ccc(F)cc2c2ncn(CCCN(CCO)CCO)c(=O)c21	4	-2	0	6	0	0	-0.6	3	2	2
C/C(CCc1ccc2c(c1)OCO2)=N\NC(=O)c1ccccc1Cl	1	0	-3	-8	1	3	-1.5	5	3	6
Cc1sc2nc(COC(=O)c3ccc(N4CCCC4)c([N+](=O)[O-])c3)[nH]c(=O)c2c1C	11	10	-5	8	-1	5	1.7	-17	-26	-4
C[C@@H](NC(=O)[C@@H]1Cc2ccccc2CN1)C(=O)Nc1ccc2c(c1)OCCO2	-1	7	-4	16	8	5	-0.3	2	1	-5
Nc1ncnc2c1ncn2[C@@H]1O[C@H](CNC(=O)[C@@H](N)Cc2ccc(C(F)(F)F)cc2)[C@@H](O)[C@H]1O	1	2	-2	-7	6	0	0.2	4	3	-8
COc1ccc(-c2cc(CNC(C)=O)on2)cc1	1	-4	-2	-5	-2	1	-1.0	6	4	4
Cc1ccc(S(=O)(=O)NCCNC(=O)C2CCCNC2=O)cc1 (stereo not given)	0	1	1	5	-1	4	-1.5	1	1	2
O=C(CNc1ccccc1)N/N=C/c1ccc2c(c1)OCO2	5	10	-2	2	0	-3	-0.7	1	11	-2
S=C(Nc1ccccc1Cl)N(Cc1ccccc1)Cc1ccccn1	-5	-14	-3	-2	-1	5	0.8	1	-3	2

Single records, from the list above. Values in the order: rCAG RNA binder	TDP2 inh	LEDGF integ inh	mABHD4 FP	PRMT1 inh	NR1D1 modulator	PG9 binder	SIAE inh	HTRA1 inh	TCR CD3 inh
Results for COc1ccc(S(=O)(=O)NCC(=O)N(CC(=O)NCc2ccccc2)Cc2ccco2)cc1 = -1	15	0	3	3	6	-1.7	2	2	2
Results for O=C(Nc1cccc(Cl)c1N1CCOCC1)c1cccnc1Cl = -3	-6	-1	0	-1	-2	-2.7	-2	-5	2
Results for Cn1nc(OCC(N)=O)ccc1=O = -1	4	-1	8	-1	-4	0.6	0	3	3
